Candida biofilm = kills Candida albicans biofilms | C. albicans biofilm + clotrimazole, Alamar Blue | AID 834 | inhibition, % at 6 µM | 85,000 tested, 0.14% active;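 active means inhibition above 20%; inactive means inhibition below 20%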;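 further: preformed 24 hr biofilms exposed to compound for 48 hr; 0% = biofilm without compound and 100% = blank killed by clotrimazole plus chlorhexidine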
ERb SRC1 inh = blocks coactivator binding to human estrogen receptor beta. TR-FRET ER-beta LBD / SRC1-Cy5 peptide binding; receptor agonist-loaded with 1 µM estradiol. inhibition, % at 25.6 µM. 86,000 tested, 1.3% active;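 active means compounds whose percent inhibition of the receptor-coactivator binding signal exceeds about 50% in the single-dose screen, limit read from the data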;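 further: 0% = receptor plus peptide wells without compound and 100% = peptide-only wells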
Target sequence (Q92731 whole entry, looked up, the tested form may be a part): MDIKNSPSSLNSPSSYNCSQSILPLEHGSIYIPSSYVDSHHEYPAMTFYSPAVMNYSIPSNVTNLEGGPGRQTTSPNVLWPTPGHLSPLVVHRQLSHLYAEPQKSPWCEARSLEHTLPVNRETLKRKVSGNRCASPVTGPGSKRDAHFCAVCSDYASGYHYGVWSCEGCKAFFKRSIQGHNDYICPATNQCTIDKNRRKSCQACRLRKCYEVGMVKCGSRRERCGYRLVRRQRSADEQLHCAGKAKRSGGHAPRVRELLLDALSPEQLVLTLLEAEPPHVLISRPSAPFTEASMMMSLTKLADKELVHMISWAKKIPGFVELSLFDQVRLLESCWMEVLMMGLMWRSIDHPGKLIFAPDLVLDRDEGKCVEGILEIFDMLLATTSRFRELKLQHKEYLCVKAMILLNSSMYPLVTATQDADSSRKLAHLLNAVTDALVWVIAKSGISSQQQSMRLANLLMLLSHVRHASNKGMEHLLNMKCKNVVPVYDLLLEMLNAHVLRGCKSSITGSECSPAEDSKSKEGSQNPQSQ
Smad3 inh = inhibitors of human Smad3 transcription factor binding | AID 630 | 88,000 tested, 0.29% active | TR-FRET Smad3/Dy647-FoxH1 peptide binding, europium anti-His | inhibition, % at 25 µM;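 active means compounds that reduce the energy-transfer binding signal between the protein and its labelled peptide by more than half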;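 further: 0% = Smad3 plus labelled peptide maximal FRET and 100% = peptide-only background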
Target sequence (P84022 whole entry, looked up): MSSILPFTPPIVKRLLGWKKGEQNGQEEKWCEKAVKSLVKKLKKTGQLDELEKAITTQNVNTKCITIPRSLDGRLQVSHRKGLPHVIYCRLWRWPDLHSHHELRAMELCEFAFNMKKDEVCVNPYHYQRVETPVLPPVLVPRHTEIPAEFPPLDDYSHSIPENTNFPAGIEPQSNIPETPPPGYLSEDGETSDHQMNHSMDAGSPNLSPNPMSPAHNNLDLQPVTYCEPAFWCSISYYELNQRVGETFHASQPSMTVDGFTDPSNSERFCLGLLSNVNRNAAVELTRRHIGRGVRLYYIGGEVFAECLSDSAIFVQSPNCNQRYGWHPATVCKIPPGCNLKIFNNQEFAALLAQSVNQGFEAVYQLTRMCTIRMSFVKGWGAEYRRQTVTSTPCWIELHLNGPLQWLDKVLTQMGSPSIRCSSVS
* marks the source's active call; other numbers are inactive results; [ ] = another dose, or the depositor's remark. Not all compounds are listed; rates above refer to the full screens.

Each structure is followed by: Candida biofilm, ERb SRC1 inh, Smad3 inh
> CCOc1cc2[nH]c(=S)n(CCCOC)c(=O)c2cc1OCC
→ 0, 4[fluorescence artefact?], -2
> COc1cc(-c2nnc3sc(Cc4ccc(Cl)cc4)nn23)cc(OC)c1OC
→ 5, 30[fluorescence artefact?], 8
> Cc1cc(C)n(CCc2nc3c4ccccc4n(CC(=O)Nc4ccc(Cl)cc4F)c(=O)n3n2)n1
→ 7, 10, 8
> O=C(CCC1CC(=O)Nc2ccccc21)NCc1cccnc1 (centres undefined)
→ 5, 16[fluorescence artefact?], -4
> CCn1c(SCC(=O)N2CCCC2)nc2c(c1=O)SC(C)C2 (centres undefined)
→ 11, -4, 1
> CC(C)Cn1c(N)c(C(=O)COC(=O)C2CCCCC2)c(=O)n(C)c1=O
→ 2, -9, 7
> COc1ccccc1OCC(=O)N1CCN(c2ccccc2OC)CC1
→ 5, 1, -14
> NC(=O)C1CCN(c2nc(C3CC3)nc3c2nnn3Cc2ccccc2)CC1
→ 10, 7, -14
> O=C(CN1CCN(S(=O)(=O)c2cc(Cl)ccc2Cl)CC1)Nc1ccc2c(c1)OCCO2
→ 4, -3, -6
> O=S(=O)(Nc1ccccc1N1CCOCC1)c1ccc(Cl)s1
→ 5, -3, -7
> Cc1nc(NC2=NCN(Cc3ccco3)CN2)nc2ccccc12
→ 5, 20, -5
> c1ccc(-c2nc(-n3ccnc3)nc(-n3ccnc3)n2)cc1
→ 1, 0, 9
> O=C(O)c1ccccc1-c1nc2ccccc2c(=O)[nH]1
→ 2, -5, 5
> CCN(CC)CC(=O)n1c2c(c3ccccc31)CCCC2
→ 4, -3, 7
> CCCNCC(O)COc1ccccc1C(=O)CCc1ccccc1 (centres undefined)
→ 14, 0, 1
> CC1=C(C(=O)OCc2ccccc2)C(c2ccccc2OC(F)F)NC(=O)N1 (centres undefined)
→ 12, 6, 9[fluorescence artefact?]
> CC1CCCCC1NS(=O)(=O)c1ccc(S(=O)(=O)N2CCN(CCC#N)CC2)cc1 (centres undefined)
→ 5, -6, 8
> CC1CCCC(C)N1C(=O)c1cc(-c2cccs2)on1 (centres undefined)
→ -2, -1, -4
> O=C(O)CSCCn1cccn1
→ 1, -7[fluorescence artefact?], 3
> COc1cc(-c2nnc3sc(-c4cccs4)nn23)cc(OC)c1OC
→ -3, 24[fluorescence artefact?], -16
> O=C(c1cnccn1)N1CCc2ccccc21
→ 11, 97*[fluorescence artefact?], 11
> CCOC(=O)N1CCN(C(=O)c2nn(-c3ccc(C)cc3)c(=O)c3c2c2ccccc2n3C)CC1
→ 6, 45[fluorescence artefact?], -55[fluorescence artefact?]
> c1csc(Cc2nn3c(-c4ccncc4)nnc3s2)c1
→ 10, 39[fluorescence artefact?], -3
> Cc1ccc(-n2c(SCC(=O)N3CCCC3)nc3c(c2=O)SCC3)cc1
→ 6, -8, 8
> Cc1nc2nc(CSc3nnc(C)s3)cc(=O)n2[nH]1
→ 5, -2, -7
> CC1CCN(c2oc(-c3ccccc3Cl)nc2C#N)CC1
→ 5, 5[fluorescence artefact?], -3
> O=S(=O)(c1ccc2nc(COc3ccccc3)[nH]c2c1)N1CCOCC1
→ 7, 38, 0
> O=C(CSc1nnc(Cn2c(=O)sc3ccccc32)n1-c1ccccc1)N1CCCC1
→ 12, -7, -6
> CCOC(=O)N1CCC(NC(=O)CCC(=O)c2ccccc2)CC1
→ 8, 4, -2
> O=C(O)CCCNS(=O)(=O)c1ccc2ccccc2c1
→ 8, 5, 10
> COCCN1Cc2cccc(C(=O)NCc3ccccc3OC)c2C1=O
→ 7, -6, -10
> COc1ccc(-c2cc(C(F)F)n3ncc(C(=O)N4CCN(C(=O)c5ccco5)CC4)c3n2)cc1
→ 13, 5, 0
> Cc1ccc(-c2nc(NC(=O)CSc3nnc4scc(-c5ccccc5)n34)ns2)cc1
→ 6, -4[fluorescence artefact?], -8
> CCSC(C)CC1C/C(=N/O)c2c(CC)noc2C1 (centres undefined)
→ 4, -20, 1
> O=C(C(c1ccccc1)c1ccccc1)N1CCN(Cc2ccccn2)CC1
→ -1, -6, -12
> Nn1cc(-c2ccccc2)nc1SCC(=O)N1CCN(S(=O)(=O)c2ccc(Cl)cc2)CC1
→ 8, -9, -5
> c1ccc(CN2CCC(N3CCN(Cc4ccc5c(c4)OCO5)CC3)CC2)cc1
→ -5, -3, -4
> CCc1ccc(NC(=O)CS(=O)CC(=O)NC(C)CCc2ccco2)cc1 (centres undefined)
→ 6, -14, 2
> CCc1ccc(C2C(C#N)=C(N)SC(N)=C2C#N)s1
→ 4, 10[fluorescence artefact?], 9
> COc1ccc(C(=O)N2CCC(N3CCN(c4ccccc4)CC3)CC2)cc1OC
→ 0, -4[fluorescence artefact?], 8[fluorescence artefact?]

Continued, overlapping the part above by 2 compounds.
Each structure is followed by: Candida biofilm, ERb SRC1 inh, Smad3 inh
> CCc1ccc(C2C(C#N)=C(N)SC(N)=C2C#N)s1
→ 4, 10[fluorescence artefact?], 9
> COc1ccc(C(=O)N2CCC(N3CCN(c4ccccc4)CC3)CC2)cc1OC
→ 0, -4[fluorescence artefact?], 8[fluorescence artefact?]
> CC1CCCCN1CCNC(=O)c1cnn2ccccc12 (centres undefined)
→ 3, -10, 7
> Cc1ccc2[nH]c3nc(SCCN4CCOCC4)nnc3c2c1
→ 8, -2, -8
> Nc1c(NCc2ccccc2F)c(=O)[nH]c(=O)n1Cc1ccccc1
→ 4, 1, 18[fluorescence artefact?]
> Cc1ccc(NC(=O)c2cnc3scc(C)n3c2=O)c(C)c1
→ 12, 39[fluorescence artefact?], -13
> Cc1ccc(OCCC(=O)OCC(=O)N2c3ccccc3CC2C)cc1 (centres undefined)
→ 4, -6, 9
> O=C(Cn1cnc2ccccc21)OCC(=O)N1CCCc2ccccc21
→ 11, -2, -6
> O=C(CN(C(=O)CCC(=O)Nc1nccs1)c1ccc2c(c1)OCCO2)NCc1ccco1
→ 6, -3, 1
> COc1ccc2oc(=O)c(-c3nc(C)cs3)cc2c1
→ 6, 3, 0
> CCCCCOC(=O)CSc1nnc(-c2cc(OC)c(OC)c(OC)c2)o1
→ 4, 3[fluorescence artefact?], 0
> CCOC(=O)C1CCN(C(=O)CN(c2cc(OC)ccc2OC)S(=O)(=O)c2ccccc2)CC1
→ 2, 0, 21
> Cc1ccc(S(=O)(=O)N2CCC(C(=O)N3CCC[C@H]3C(=O)NCc3ccco3)CC2)cc1
→ -2, 7, -8
> CC1Cc2ccccc2N1c1ncnc2nc[nH]c12 (centres undefined)
→ -3, -16, 11
> CC(=O)c1sc(N2C(=O)c3oc4ccccc4c(=O)c3C2c2ccc(C)o2)nc1C (centres undefined)
→ 2, 16[fluorescence artefact?], -1
> CCC(C)(C)n1nnnc1C(c1ccc(O)c(OC)c1)N1CCN(c2nc3ccccc3s2)CC1 (centres undefined)
→ 10, -13, -15
> COc1cc2c(cc1OC)C(c1ccco1)CC(=O)N2 (centres undefined)
→ 17, -4, 7
> CN(C1CCCCC1)S(=O)(=O)c1ccc2c(c1)c(=O)c(C(=O)NCCCN1CCCC1)cn2C
→ 9, -17, 1
> O=C1c2ccccc2C(Nc2ccc3nc(-c4cccnc4)[nH]c3c2)N1Cc1ccco1 (centres undefined)
→ 11, 17, 4
> COc1ccc(NC(=O)C(CC(=O)O)Cc2ccccc2)cc1 (centres undefined)
→ 2, 0, 1
> CC1CCCN(c2oc(-c3cccc4ccccc34)nc2C#N)C1 (centres undefined)
→ 6, -8, 6
> CCCc1cc(C(=O)Nc2cc(Br)ccc2O)no1
→ 5, 0, -9
> CSc1nnc(CNC(=O)c2ccccc2)n1-c1ccc(F)cc1
→ 4, 6, 5
> CC(C)CC(=O)Nc1c2c(nn1-c1ccc(F)cc1)CSC2
→ 10, -7, -2
> Cc1ccc(C)c(N(CC(=O)NC2CCCC2)C(=O)CCCC(=O)Nc2ccccn2)c1
→ 6, 4[fluorescence artefact?], 7
> COC(=O)c1ccc(C(=O)OC)c(NC(=O)CN2CCN(c3ccccc3)CC2)c1
→ 6, 1, 7
> CC(C)(C)C(=O)Nc1ccccc1C(=O)Nc1cccnc1
→ 1, -4, 1
> O=C(c1cnc2sccn2c1=O)N(Cc1ccccc1)c1ccccn1
→ 4, -1, 11
> O=c1[nH]cnc2c1ncn2[C@@H]1O[C@H](CO)[C@@H](O)[C@H]1O
→ 0, 12, -1
> CCOC(=O)c1oc2cc(O)c(CC)cc2c(=O)c1-c1ccc2c(c1)OCCO2
→ 1, -3, -3
> CCOC(=O)c1c(C)nc2cc(C)ccn12
→ 6, -12, 3
> O=C(Nc1nc2c(s1)CCCC2)c1cccnc1
→ 0, 1, 4
> Cn1c(=O)oc2cc(S(=O)(=O)Nc3ccc(Cl)cc3F)ccc21
→ 18, -6, 2
> Cc1ccc(N2C(=O)[C@@H]3[C@H](C2=O)C2CCCN2[C@@H]3C(=O)c2ccccc2)cc1 (some centres undefined)
→ 2, 5, 7
> Cc1cccc2cc(CN(CCN3CCCC3)C(=O)NC3CCCCC3)c(=O)[nH]c12
→ 6, 3, -2
> COc1ccc(-c2ccc(-c3nnc(-c4ccncc4)o3)cc2)cc1
→ 0, 31, 7
> Cc1cc(C)c2c(=O)n(CC(=O)NCCCN3CCOCC3)sc2n1
→ 4, -1, 5
> CCOC(=O)C1=C(C)N=C(/N=C/N(C)C)SC1c1ccccc1 (centres undefined)
→ 6, 34[fluorescence artefact?], 4
> CCOC(=O)c1nn(-c2ccc(OC)cc2)c(=O)c2c(NC(=O)c3ccco3)scc12
→ 0, -6[fluorescence artefact?], 10
> Cc1cc(C)c(S(=O)(=O)Nc2cccnc2)c(C)c1
→ -3, 9, -11
> CC(C)c1nc2oc3c(N4CCN(C)CC4)ncnc3c2c2c1CCC2
→ -1, 39, 51*
> COc1ccc(CN2CCN(c3cc(C)nc4c5c(C)cc(C)nc5nn34)CC2)cc1F
→ 4, 13, -2[fluorescence artefact?]
> CN1CC=C2C(C#N)=C(N)C(C#N)(C#N)C(c3cccc(Cl)c3Cl)C2C1 (centres undefined)
→ -5, -1, -9
> COc1ccc(C(c2nnnn2C2CCCC2)N2CCC(C(N)=O)CC2)c(OC)c1 (centres undefined)
→ 8, -2, 3
> Cn1c(Cn2c(=O)sc3ccccc32)nnc1SCC(=O)N1CCCC1
→ -2, -3[fluorescence artefact?], -3
> COc1cc2c(=O)n(-c3ccc(C)cc3)c(=O)n(CC(=O)c3ccc4c(c3)OCO4)c2cc1OC
→ 2, -5[fluorescence artefact?], -81
> CCOC(=O)C1C(=O)NC(N2CCCCC2)=NC1c1ccccc1 (centres undefined)
→ 5, 3, -1
> O=C(COc1ccc(Cl)cc1)Nc1nc(-c2cccs2)cs1
→ -3, -3, -21
> Cc1ccc2c(c1)N(CCCC(=O)NCc1ccc3c(c1)OCO3)C(=O)CO2
→ 16, -7, -4
> COc1ccc(C(C)=O)cc1COC(=O)c1cccc(N(C)C)c1
→ 12, 14[fluorescence artefact?], -14
> COc1ccc(C2CC(=O)C3=C(C2)NC(C)=C(C#N)C3c2ccc(N(C)C)cc2)cc1 (centres undefined)
→ 8, -6[fluorescence artefact?], 14[fluorescence artefact?]
> CCCCn1c(CNC(C)=O)nc2ccccc21
→ 6, -8, -3[fluorescence artefact?]

Next part.
Each structure is followed by: Candida biofilm, ERb SRC1 inh, Smad3 inh
> CCOc1ccc(OCC)c(S(=O)(=O)N2CCCCC2)c1
→ 6, 4, 3
> Cc1cc(OCCSc2nnc(-c3cccs3)n2C)ccc1Cl
→ 5, -6, 2
> C[C@]12C=CC(=O)C=C1CC[C@@H]1[C@@H]2[C@@H](O)C[C@@]2(C)[C@H]1CC[C@]2(O)C(=O)COC(=O)CCC(=O)O
→ -4, -5, 5
> O=C(CCn1c(=O)sc2ccccc21)NCCC1=CCCCC1
→ 8, 2[fluorescence artefact?], -1
> CCc1nc(SCC(=O)Nc2nccs2)c2oc3ccccc3c2n1
→ 1, 42[fluorescence artefact?], -7
> COc1ccc(N(CC(=O)Nc2cc(C)ccc2C)S(=O)(=O)c2c(C)nn(C)c2C)cc1
→ 11, 8, -11
> Brc1ccc(-c2nnc3n2-c2ccccc2CC3)cc1
→ 3, 5[fluorescence artefact?], -8
> COc1ccccc1-c1nnc2sc(COc3ccccc3)nn12
→ 5, -5[fluorescence artefact?], 3
> COc1cc(Br)cc(-c2nc3c(c(=O)[nH]c(=O)n3Cc3ccccc3)n2C)c1O
→ 3, 13, -4
> Cc1ccc2[nH]c(=O)c(CN(CCCN3CCOCC3)C(=O)Nc3cccc(Cl)c3)cc2c1
→ 7, 7, 9
> CCN(CC)CCNC(=O)Cc1c(C(=O)O)n(CC)c2ccccc12
→ 2, 4[fluorescence artefact?], 11
> CCOc1cc2[nH]c(=S)n(Cc3ccc(C)o3)c(=O)c2cc1OCC
→ 8, 33[fluorescence artefact?], 8[fluorescence artefact?]
> CCCCn1c(C(C)NC(=O)c2cccs2)nc2ccccc21 (centres undefined)
→ 4, -5[fluorescence artefact?], 8
> O=C(CSc1n[nH]c(-c2ccccc2)n1)c1ccc(O)c(O)c1
→ 2, 77*[fluorescence artefact?], -4
> CC(=O)NS(=O)(=O)c1ccc(N)cc1
→ 7, 2, 10
> CC(C)[N+]1(C)[C@@H]2CC[C@H]1CC(OC(=O)C(CO)c1ccccc1)C2 (some centres undefined)
→ 6, -2, 8
> O=c1[nH]c2cc3c(cc2cc1CN(CC1CCCO1)S(=O)(=O)c1ccccc1)OCCO3 (centres undefined)
→ 6, -2[fluorescence artefact?], 9
> COCCn1cnc2c1c(=O)n(CC(=O)c1ccc3c(c1)OCCO3)c(=O)n2Cc1ccccc1
→ -3, 9[fluorescence artefact?], 6
> CCN(CC)C(=O)C1CCCN(Cc2cccc(F)c2)C1 (centres undefined)
→ 7, -3, 9
> CCN1CCN(C(=O)c2cc3c(=O)oc4ccc(C)cc4c3s2)CC1
→ 1, -1[fluorescence artefact?], 6

High-throughput results as filed in PubChem.
